Assay outcomes deposited in PubChem by Sanford-Burnham Center for Chemical Genomics.
SENP7 inh = inhibitors of human SENP7 protease; Q9BQF6; 330,000 tested, 1.5% active; recombinant SENP7, Z-RLRGG-aminoluciferin luminescence, 40 min; inhibition, % at 5 µM;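 active = inhibition above about 50% at the single test dose, limit read from the data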;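 also: plate controls were DMSO with enzyme for no effect and no enzyme buffer wells for full effect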
HKDC1 inh = blocks human hexokinase HKDC1 activity. recombinant HKDC1, G6PDH/diaphorase resazurin coupled fluorescence. inhibition, % at 20 µM. 340,000 tested, 0.16% active;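 active = inhibition above about 35% when tested at 20 µM, limit read from the data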;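 also: plate controls were DMSO wells with enzyme for no effect and DMSO wells lacking enzyme for full effect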
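Assay system – recombinant HKDC1 (HK5) hexokinase enzyme, produced in-house · Input – HKDC1 at 5 µg/mL · Reagent – glucose plus 1 mM ATP as hexokinase substrates · Timing – 90 min reaction incubation at room temperature, dark · Measured by – G6PDH/diaphorase-coupled fluorescence, 1 mM NADP, 100 µM resazurin, 525/613 nm · Benchmarks – DMSO-enzyme wells negative, buffer-substituted wells positive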
UBC13 inh = human UBC13 polyubiquitination inhibition; inhibition, % at 20 µM; UBC13 polyubiquitin chain formation, TR-FRET; 330,000 tested, 0.47% active; AID 485273; P61088; in the data active = inhibition above about 45%, passing the limit was not always enough; inconclusive = no clear call, values can overlap the other calls
Target sequence (P61088 whole entry, looked up): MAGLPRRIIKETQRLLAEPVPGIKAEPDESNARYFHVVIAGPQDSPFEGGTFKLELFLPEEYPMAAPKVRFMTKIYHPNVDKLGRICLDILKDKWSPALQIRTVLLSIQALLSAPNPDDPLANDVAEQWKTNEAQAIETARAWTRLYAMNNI
SENP1 FRET inh = SENP1 (human) catalytic domain inhibition; Q9P0U3; recombinant SENP1 catalytic domain, CyPet-SUMO1-YPet FRET cleavage; inhibition, % at 10 µM; 360,000 tested, 0.21% active;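 active = inhibition at least 30% at 10 µM, raw YFP signal under a set limit, fluorescence ratio 0.5 to 1.5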;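 also: 0% = enzyme with DMSO and 100% = no enzyme wells; some results filed as inactive read as strong as hits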
Target sequence (Q9P0U3 419-644 limits assumed): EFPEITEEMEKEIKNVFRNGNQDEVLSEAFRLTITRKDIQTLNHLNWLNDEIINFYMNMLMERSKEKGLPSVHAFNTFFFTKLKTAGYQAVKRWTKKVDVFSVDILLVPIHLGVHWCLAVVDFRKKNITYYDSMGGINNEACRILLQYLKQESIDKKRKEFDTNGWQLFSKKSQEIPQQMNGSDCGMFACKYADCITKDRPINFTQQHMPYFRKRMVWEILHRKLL
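Test system: hSENP1 catalytic domain, recombinant; Amount: 20 pM final SENP1 enzyme; Medium: Tris pH 8 buffer plus EDTA, NaCl, BME, BSA, NP40, catalase; Schedule: 50 min enzyme reaction, room temperature, light-protected; Technique: FRET fluorescence in CFP and YFP emission channels; Controls: no-enzyme wells low, DMSO-plus-enzyme wells high control.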
PfGluPho inh = PfG6PD (Plasmodium falciparum) enzyme inhibition; PfGluPho enzyme, NADPH resazurin-diaphorase fluorescence; AID 504690; inhibition, % at 20 µM; 350,000 tested, 0.78% active;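 active = inhibition reaching at least a set limit at 20 µM in the primary screen, cut at about 59% in these data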;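 also: 0% = DMSO wells with substrate and 100% = DMSO wells lacking glucose-6-phosphate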
SENP8 block-1 = SENP8 protease inhibition. 330,000 tested, 1.2% active. Q96LD8. AID 2540. purified SENP8, Z-RLRGG-aminoluciferin cleavage, luminescence. inhibition, % at 10 µM; in the data active = inhibition above about 50%
Target sequence (Q96LD8 whole entry, looked up): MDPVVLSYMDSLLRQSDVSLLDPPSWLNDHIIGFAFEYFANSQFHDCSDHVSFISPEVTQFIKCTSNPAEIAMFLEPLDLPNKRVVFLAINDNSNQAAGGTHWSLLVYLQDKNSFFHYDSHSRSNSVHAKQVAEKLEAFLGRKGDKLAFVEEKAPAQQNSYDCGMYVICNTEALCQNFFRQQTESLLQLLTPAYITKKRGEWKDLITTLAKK
SENP8 block-2 = SENP8 (human) protease inhibition. Q96LD8. recombinant SENP8, Nedd8 substrate fluorescence. inhibition, % at 20 µM. 360,000 tested, 0.64% active. AID 602440; in the data active = inhibition mostly above about 40%, no sharp cut-off; inactive = mostly below about 27%
MIN6 prolif = induces beta-cell replication in MIN6 cells. MIN6 cells proliferation, ATPlite luminescence, 48 h; cells starved in 0.2% serum; 100% = growth in 10% serum. proliferation, % at 10 µM. 330,000 tested, 0.29% active. AID 2380;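 active = compounds whose signal lies at least 3.5 SD above the mean of all wells on their plate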;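 also: 0% = DMSO-treated cells in low-serum medium and 100% = 10% serum control; some compounds called inactive have numbers as strong as hits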
SENP6 block = blocks the human protease SENP6; 330,000 tested, 1.8% active; inhibition, % at 10 µM; AID 2599; Q9GZR1; Recombinant SENP6 catalytic domain, aminoluciferin luminescence;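 active = inhibition above about 50% at the single tested dose, limit read from the data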;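 also: plate controls were DMSO wells with enzyme for no effect and DMSO wells lacking enzyme for full effect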
Target sequence (Q9GZR1 628-1112 limits assumed): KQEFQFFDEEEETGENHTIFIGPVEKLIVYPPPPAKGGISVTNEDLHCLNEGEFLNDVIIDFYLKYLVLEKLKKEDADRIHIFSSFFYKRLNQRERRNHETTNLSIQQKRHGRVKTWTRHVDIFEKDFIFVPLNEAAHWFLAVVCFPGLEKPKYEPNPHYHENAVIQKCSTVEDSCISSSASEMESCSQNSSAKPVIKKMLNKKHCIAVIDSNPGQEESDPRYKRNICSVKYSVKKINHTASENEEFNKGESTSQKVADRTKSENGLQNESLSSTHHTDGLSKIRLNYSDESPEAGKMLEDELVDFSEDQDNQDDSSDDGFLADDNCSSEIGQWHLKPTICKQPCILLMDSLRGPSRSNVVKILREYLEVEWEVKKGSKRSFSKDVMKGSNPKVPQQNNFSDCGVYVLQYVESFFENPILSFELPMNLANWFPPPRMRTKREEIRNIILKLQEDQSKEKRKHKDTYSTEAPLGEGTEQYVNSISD
* = called active by the depositor; i = inactive; ? = inconclusive; · = not tested or not shown.

SMILES | SENP8 block-2 | SENP7 inh | SENP6 block | UBC13 inh | MIN6 prolif | SENP8 block-1 | PfGluPho inh | HKDC1 inh | SENP1 FRET inh
CCN(CC)S(=O)(=O)c1cc(C(=O)OCC(=O)Nc2cccc(Br)c2)ccc1F | 11 | -3 | -10 | 9 | -2 | -2 | 14 | -6 | 2
O=C(NCCCCCCNC(=O)C1CCCC1)C1CCCC1 | 16 | -1 | -2 | 6 | -1 | 6 | 1 | -10 | 2
CCC(C)(NC(=O)c1ccc2c(c1)OCO2)C(=O)NC1CCCCC1 (stereo not given) | 12 | 6 | 3 | 3 | 1 | -4 | -8 | 2 | 1
CC/C(=N\NC(=S)NC(C)C)c1ccc(OC)c(OC)c1 | 8 | 4 | -4 | 4 | 5 | 2 | 9 | 5 | 1
O=C(NC(=S)Nc1ccc(CN2CCOCC2)cc1)c1ccc([N+](=O)[O-])cc1Cl | 28 | -1 | 5 | 2 | -1 | -5 | 3 | -5 | 1
O=[N+]([O-])c1cc(S(=O)(=O)Oc2ccccc2)ccc1Cl | 17 | · | · | · | · | · | 11 | 24 | 2
O=C(Nc1cc(-c2nc3ncccc3o2)ccc1Cl)c1cccs1 | -17 | -10 | 0 | 0 | 6 | -1 | -8 | 3 | 1
O=C(Cc1ccc(F)cc1)N[C@@H]1c2ccccc2CC[C@@H]1O | 1 | 3 | · | · | · | · | 16 | 0 | 2
Cc1nn(C)c(C)c1C(=O)NN | 14 | 2 | -13 | -4 | 0 | -16 | -21 | -4 | 2
CC(=O)N1CCc2c(sc(NC(=O)c3ccc([N+](=O)[O-])o3)c2C#N)C1 | 28 | · | · | · | · | · | 60* | 6 | -32
Fc1ccc(C(c2nnnn2C2CCCC2)N2CCN(Cc3ccncc3)CC2)cc1 (stereo not given) | 19 | 0 | -12 | 1 | 1 | -5 | 2 | -3 | -3
O=C(c1ccc(C(F)(F)F)cc1)c1c[nH]c(C(=O)NCCCn2ccnc2)c1 | 10 | -4 | -12 | -4 | 2 | -14 | 7 | -12 | 1
Cc1ccc2[nH]c(=O)c3cc(C(=O)NCCC(C)C)sc3c2c1 | -297 | 7 | 3 | 18 | 2 | -1 | 7 | 2 | 0
O=C(N/N=C/C=C/c1ccccc1)c1ccccn1 | -19 | -3 | -12 | -14 | -1 | -4 | -12 | -1 | 3
COc1cc(C(=O)N2CCC3(CC2)NCCc2[nH]cnc23)cc(OC)c1OC | 10 | -2 | 1 | 0 | -1 | 3 | -5 | 0 | 0
Cc1ccc(C2(CC(=O)N3CCCC3)CCOC(C(C)C)C2)cc1 (stereo not given) | 3 | 7 | 2 | -1 | 3 | 2 | -6 | -5 | 1
C#CC[N+]1(CC#Cc2ccccc2)CCCCC1 | 9 | 2 | -8 | 5 | -3 | 1 | -12 | 15 | 2
CSc1n[nH]c2nc3c(c(=O)n12)C1(CCCC1)Cc1ccccc1-3 | -412 | -14 | -23 | 11 | -2 | -9 | -8 | -4 | -26
Cc1c(C(=O)N/N=C/c2ccccc2)[nH]c2c([N+](=O)[O-])cccc12 | 25 | -4 | -11 | -12 | 0 | -4 | 13 | -6 | 10
COc1ccc(N2CCN(Cc3nnc(-c4ccccc4)o3)CC2)cc1 | 3 | -3 | 8 | -6 | 0 | 6 | -7 | 11 | 1
COC(=O)c1sc(-c2ccc(C(C)(C)C)cc2)cc1NC(=O)CCC(=O)O | -214 | -6 | -2 | -20 | -3 | 0 | -20 | 8 | 0
COc1ccccc1NS(=O)(=O)c1ccc(C(=O)N2CCCC(C)C2)cc1 (stereo not given) | 0 | 1 | -4 | -3 | 5 | 9 | 1 | -3 | 3
COc1ccc(-c2cc(C(=O)N3CCCCCC3)c3ccccc3n2)c(OC)c1 | -441 | -2 | -5 | 3 | -3 | 5 | 11 | 3 | 0
CC(=O)NC(Cc1cccc(F)c1)C(=O)NC1CCN(c2nnnn2-c2ccccc2)CC1 (stereo not given) | 7 | 3 | -7 | 1 | -4 | -7 | -8 | -3 | 0
O=C(/C=C/c1cc(Br)ccc1F)Nc1cccnc1 | 13 | 12 | 12 | -1 | -2 | -3 | -17 | 2 | 0
COCCn1c(=O)c2c(nc3n2CCCN3Cc2ccccc2)n(C)c1=O | 13 | -6 | -10 | 2 | 1 | 0 | 4 | -4 | 0
CC(C)CC1C(C#N)=C(N)SC(N)=C1C#N | -139 | 12 | 2 | ? | -2 | 2 | 12 | -2 | -27
COc1ccc2cc(-c3[nH]ncc3CN3CCCC3c3nonc3C)ccc2c1 (stereo not given) | -48 | -4 | -14 | -3 | -5 | -4 | 10 | 7 | -1
CN(C(=O)COC(=O)c1n[nH]c2ccccc12)C1CCS(=O)(=O)C1 (stereo not given) | 17 | 5 | 11 | 0 | 0 | 0 | -7 | 3 | 1
CCn1c(=S)sc2c(=O)n(CC(=O)Nc3ccccc3)c(C)nc21 | 10 | 4 | 10 | -2 | -3 | 14 | -4 | -4 | 1

PfGluPho inh, what is marked active above.
SMILES,SENP7 inh,SENP6 block,UBC13 inh,PfGluPho inh,HKDC1 inh,SENP1 FRET inh
CC(=O)N1CCc2c(sc(NC(=O)c3ccc([N+](=O)[O-])o3)c2C#N)C1,·,·,·,60*,6,-32

In the list so far, three contain a Cl atom:
SMILES | SENP8 block-2 | SENP7 inh | SENP6 block | UBC13 inh | MIN6 prolif | SENP8 block-1 | PfGluPho inh | HKDC1 inh | SENP1 FRET inh
O=C(NC(=S)Nc1ccc(CN2CCOCC2)cc1)c1ccc([N+](=O)[O-])cc1Cl | 28 | -1 | 5 | 2 | -1 | -5 | 3 | -5 | 1
O=[N+]([O-])c1cc(S(=O)(=O)Oc2ccccc2)ccc1Cl | 17 | · | · | · | · | · | 11 | 24 | 2
O=C(Nc1cc(-c2nc3ncccc3o2)ccc1Cl)c1cccs1 | -17 | -10 | 0 | 0 | 6 | -1 | -8 | 3 | 1

More results follow:
SMILES | SENP8 block-2 | SENP7 inh | SENP6 block | UBC13 inh | MIN6 prolif | SENP8 block-1 | PfGluPho inh | HKDC1 inh | SENP1 FRET inh
COC(=O)[C@@H]1CC[C@H](C)[C@@H](c2ccc(C)cc2)N1C(=O)c1ccc(/C=N/OC[C@@H](O)COCc2ccco2)cc1 | · | 11 | -10 | -3 | -7 | -6 | · | · | ·
COc1cc2ccccc2cc1C(=O)NC1CCCCC1 | -144 | -7 | -11 | 6 | -1 | -16 | 1 | 5 | 0
CCSc1nnc(-c2ccc(Cl)cc2Cl)o1 | 4 | 2 | 18 | -7 | -1 | -12 | -7 | 2 | 3
CC(C)(C)CC(=O)O/N=C(\N)c1ccncc1 | 2 | 5 | 9 | 11 | -2 | -3 | 4 | -2 | 3
CCN1C(=O)CCCc2ccccc21 | 6 | -2 | -13 | -4 | 2 | -8 | -10 | -11 | 1
Cc1c(Br)c([N+](=O)[O-])nn1CC(=O)Nc1sc2c(c1C(=O)OC(C)C)CCCC2 | 8 | -8 | -13 | -5 | -5 | -8 | 0 | -4 | 3
Cn1cnc([N+](=O)[O-])c1NC(C)(C)C | 12 | 2 | -9 | -1 | -3 | -7 | -9 | -5 | 0
COc1ccc(C)cc1NC(=O)CN(C)S(=O)(=O)c1ccc2c(c1)CC(C)N2C(C)=O (stereo not given) | 7 | -1 | -1 | 0 | -2 | -4 | 9 | -2 | -2
COc1cccc(N/C=C/C(=O)c2ccc(Cl)cc2)c1 | -96 | · | · | · | · | · | 33 | -8 | -74
N#Cc1ccccc1N1CCN(C(=O)c2ccc(NC(=O)c3ccc(Br)o3)cc2)CC1 | -157 | -20 | -6 | -17 | -4 | -11 | 4 | 0 | -16
COC(=O)[C@@]1(Cc2ccc(F)cc2)[C@H]2c3cc(C(=O)N(C)C)n(Cc4nc5ccccc5[nH]4)c3C[C@H]2CN1C(=O)c1ccccc1 | · | 17 | 12 | -2 | -8 | -3 | 18 | 3 | ·
COc1ccc(NCc2cccnc2)cc1 | 19 | -10 | 12 | -12 | 0 | -5 | 5 | 4 | -1
CCOC(=O)N1CCN(C(=O)c2cc3c(ccc4ccccc43)oc2=O)CC1 | i | 0 | 6 | 4 | -2 | 2 | 7 | 4 | -17
C[C@H]1CN([C@@H](C)CO)C(=O)c2cccc(NC(=O)C3CC3)c2O[C@H]1CN(C)C(=O)Nc1ccc2c(c1)OCO2 | 22 | 12 | 2 | 2 | -3 | 1 | 7 | -1 | 0
Cc1cc(C)cc(C(=O)N(Cc2ccco2)c2c(N)n(Cc3ccccc3)c(=O)[nH]c2=O)c1 | 6 | 2 | 0 | -3 | -5 | 2 | -7 | 0 | -8
Cc1nc([N+](=O)[O-])cn1CC(O)c1ccc(F)cc1 (stereo not given) | 31 | -3 | -7 | 1 | -1 | 3 | -7 | -7 | 2
CC(=O)Nn1c(C)nnc1-n1nc(C)cc1C | 20 | -9 | -40 | 1 | 0 | -8 | -7 | -10 | 1
COc1ccc(CCNC(=O)CCn2c(=O)oc3ccccc32)cc1 | 9 | 10 | -20 | -4 | -2 | -15 | -1 | -5 | 0
CC1CCC(NC(=O)CN2CCCN(Cc3ccc(F)cc3Cl)C2=O)CC1 (stereo not given) | 31 | -5 | -4 | -14 | 0 | -11 | 2 | -6 | 1
CCCCNc1ccccc1C(=O)OCC(=O)Nc1ccc(S(N)(=O)=O)cc1 | -276 | -1 | 12 | 15 | -1 | 0 | 4 | -2 | -10
O=C(Nc1ccc2c(c1)OCCO2)c1c[nH]c(=O)n(-c2ccc(F)c(Cl)c2)c1=O | -13 | 3 | 0 | 0 | 2 | -7 | -4 | 4 | 2
Cc1cc(C(=O)OCC(=O)N(C)c2ccccc2)c(C)o1 | -2 | 4 | -9 | 0 | -1 | 1 | 8 | -9 | 1
CC(C)Oc1ccc(CCNC(=O)CC2C(=O)NCCN2C)cc1 (stereo not given) | 10 | -2 | 1 | -1 | -4 | -4 | -1 | 0 | -3
CC(C)CCNC(=O)c1ccc(Cl)c(NC(=O)c2ccccc2F)c1 | · | 8 | -3 | 5 | 2 | -3 | · | · | ·
COc1ccccc1NS(=O)(=O)c1cc(NC(=O)CNC(=O)c2ccc(C)s2)ccc1Cl | 3 | -6 | -11 | -4 | 0 | -6 | -13 | -1 | -1
COc1cc(OC)nc(Oc2ccccc2C=O)n1 | 20 | · | · | · | · | · | 11 | -3 | 3
CCC(NC(=O)c1cncc(Br)c1)c1ccccc1 (stereo not given) | 19 | -2 | -6 | 4 | 0 | -8 | 2 | -6 | 2
COc1ccc(-c2sc3ccc(OC)cc3c2C#Cc2ccccn2)cc1 | -496 | -7 | 4 | 30 | -6 | -10 | 29 | 1 | -14
O=C(NCCCc1nc2ccccc2[nH]1)c1ccc(F)cc1 | 3 | -12 | -6 | -6 | 0 | -5 | 5 | -5 | 2
CCOC(=O)C1CCN(C(C(=O)NC2CCCCC2)c2ccc(OC)cc2)CC1 (stereo not given) | 7 | 2 | -10 | 3 | 3 | -6 | 11 | -2 | 0

Among those listed so far, three contain a cyano group.
SMILES | SENP8 block-2 | SENP7 inh | SENP6 block | UBC13 inh | MIN6 prolif | SENP8 block-1 | PfGluPho inh | HKDC1 inh | SENP1 FRET inh
CC(=O)N1CCc2c(sc(NC(=O)c3ccc([N+](=O)[O-])o3)c2C#N)C1 | 28 | · | · | · | · | · | 60* | 6 | -32
CC(C)CC1C(C#N)=C(N)SC(N)=C1C#N | -139 | 12 | 2 | ? | -2 | 2 | 12 | -2 | -27
N#Cc1ccccc1N1CCN(C(=O)c2ccc(NC(=O)c3ccc(Br)o3)cc2)CC1 | -157 | -20 | -6 | -17 | -4 | -11 | 4 | 0 | -16
